# FXIa single inh = human FXIa protease inhibitors, primary screen, biochemical, single compound per well; hit rate 0.3% among 33,000; inhibition, % at 10 µM; purified human FXIa, fluorogenic AMC substrate cleavage; AID 687, 2007;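 active = inhibition above 40% in the primary screen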;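 note: 0% = enzyme without compound and 100% = blank wells lacking enzyme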
# FXIIa single = human FXIIa protease inhibitors, primary screen, biochemical, single well. hit rate 0.2% among 33,000. inhibition, % at 10 µM. purified human FXIIa, AMC substrate fluorescence, 2 h. AID 701, 2007; in the data active = inhibition above about 30%;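 note: 0% = enzyme with vehicle only and 100% = no enzyme blank; many of its hits are not listed in these tables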
# Target sequence (P00748 20-372 limits assumed): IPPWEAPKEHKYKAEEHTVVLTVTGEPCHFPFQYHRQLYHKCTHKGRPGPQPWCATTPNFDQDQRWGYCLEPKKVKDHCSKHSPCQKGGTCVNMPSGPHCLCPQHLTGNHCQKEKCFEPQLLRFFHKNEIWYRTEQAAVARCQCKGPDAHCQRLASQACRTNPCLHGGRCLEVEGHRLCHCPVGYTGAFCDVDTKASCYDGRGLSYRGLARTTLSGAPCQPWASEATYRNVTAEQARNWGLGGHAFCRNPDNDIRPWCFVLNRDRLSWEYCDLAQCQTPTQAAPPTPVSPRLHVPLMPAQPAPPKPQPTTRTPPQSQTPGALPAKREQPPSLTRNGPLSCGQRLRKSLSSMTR
# Target sequence (P00748 373-615 limits assumed): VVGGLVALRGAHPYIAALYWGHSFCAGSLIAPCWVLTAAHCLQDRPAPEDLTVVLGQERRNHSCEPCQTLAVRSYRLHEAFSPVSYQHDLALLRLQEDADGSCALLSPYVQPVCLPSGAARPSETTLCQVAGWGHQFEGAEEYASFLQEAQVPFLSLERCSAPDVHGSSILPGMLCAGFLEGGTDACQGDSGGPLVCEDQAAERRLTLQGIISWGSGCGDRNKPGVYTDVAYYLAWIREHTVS
# * marks the source's active call; other numbers are inactive results. Only part of the results is shown; count on the stated rates, not on these rows.
# Preview:
SMILES,FXIa single inh,FXIIa single
CC(C)CCNC(=O)Cn1c(=O)oc2cc(S(=O)(=O)N3CC(C)CC(C)C3)ccc21 (configuration not stated),2.4,0.7
CCOc1ccc(NC(=O)CCC(=O)O)cc1,-2.6,5.3
CC(OC(=O)CN1C(=O)C2CCCCC2C1=O)C(=O)Nc1ncc(Cl)cc1Cl (configuration not stated),-5.7,0.7
CCCCNC(=O)NS(=O)(=O)c1ccc(C)cc1,3.7,1.5
CCOC(=O)N1CCC(N2Cc3cccc(C(=O)Nc4ccc(CC)cc4)c3C2=O)CC1,18.6,-12.9

# The list itself, from the start:
SMILES,FXIa single inh,FXIIa single
CC(C)CCNC(=O)Cn1c(=O)oc2cc(S(=O)(=O)N3CC(C)CC(C)C3)ccc21 (configuration not stated),2.4,0.7
CCOc1ccc(NC(=O)CCC(=O)O)cc1,-2.6,5.3
CC(OC(=O)CN1C(=O)C2CCCCC2C1=O)C(=O)Nc1ncc(Cl)cc1Cl (configuration not stated),-5.7,0.7
CCCCNC(=O)NS(=O)(=O)c1ccc(C)cc1,3.7,1.5
CCOC(=O)N1CCC(N2Cc3cccc(C(=O)Nc4ccc(CC)cc4)c3C2=O)CC1,18.6,-12.9
O=C1C2C3C=CC(C3)C2C(=O)N1c1ccc(Cc2ccncc2)cc1 (configuration not stated),-9.9,3.3
C/C(=N\NC(=O)CC1N=C(Cc2ccccc2)NNC1=O)c1ccc(Cl)cc1Cl (configuration not stated),35.7,-11.4
Cc1nc2nc(-c3ccco3)[nH]n2c(=O)c1C,11.6,2.0
CCOC(=O)C(NC(=O)Nc1ccc(F)cc1)(OCC)C(F)(F)F (configuration not stated),1.5,-11.4
O=C(NCC(=O)N(Cc1cccs1)C(C(=O)NC1CCCCC1)c1cccnc1)c1ccco1 (configuration not stated),-3.0,5.1
Cc1ccc(N=C2CCCCCN2C)c(C#N)c1,-6.2,4.2
C=C(C)CSc1nc2ncc(Cl)cc2[nH]1,-1.9,3.6
O=C(Nc1cccnc1Cl)C1c2ccccc2Oc2ccccc21,17.9,-17.3
COC(=O)c1cc(Br)c(=O)n(-c2cccc(F)c2)c1,-6.4,5.2
COc1ccc(NC(=O)CCc2c(C)nc3nc(C)nn3c2C)cc1,-6.7,5.1
CCOC(=O)c1sc(Nc2cccc(C)c2C)nc1C,6.8,5.0
Cc1cc(-c2ccccc2)nc(N(C)NC(=O)c2c(F)cccc2F)c1S(C)(=O)=O,-3.9,0.4
O=C1N/C(=N/N=C/c2ccccc2)SC1(c1ccccc1)c1ccccc1,6.1,9.7
Cc1nn2cc(-c3ccccc3)nc2[nH]c1=O,-12.6,-1.3
Cc1c(N2C(=O)c3cccc4cccc(c34)C2=O)c(=O)n(-c2ccccc2)n1C,1.9,6.6
O=S(=O)(c1cccc2ccccc12)n1nnc2ccccc21,-5.5,8.7
CC(=O)Nc1nc(=O)c2ccccc2s1,9.6,9.2
CCC(Oc1ccccc1)C(=O)N1CCN(CC)CC1 (configuration not stated),-3.3,2.6
CC(C)CC1NC(=O)N(CC(=O)N2CCN(S(=O)(=O)c3ccccc3)CC2)C1=O (configuration not stated),0.1,3.1
CCCNC(=O)Nc1ccc2c(c1)nc(C)n2C,-4.2,1.6

# One compound at a time, as listed above.
# Listed for `CC(OC(=O)CN1C(=O)C2CCCCC2C1=O)C(=O)Nc1ncc(Cl)cc1Cl` (configuration not stated) = FXIa single inh: -5.7; FXIIa single: 0.7
# Listed for `Cc1c(N2C(=O)c3cccc4cccc(c34)C2=O)c(=O)n(-c2ccccc2)n1C` = FXIa single inh: 1.9; FXIIa single: 6.6

# (next part)
SMILES,FXIa single inh,FXIIa single
COC(=O)c1ccn(C(=O)c2ccc(Cl)cc2)n1,6.8,4.2
CC1(C)Cc2c(c(-c3ccccc3)nc(N3CCOCC3)c2C(N)=O)CO1,-6.8,4.5
COc1ccc(-n2c3c(cc(C(=O)N4CCN(CCO)CC4)c2=O)C(=O)CC(C)(C)C3)cc1,-2.3,-11.3
COc1ccc(-c2noc(CN3CCCCC3)n2)cc1OC,-1.2,4.9
COc1ccc(N(CC(=O)NCC2CCCO2)C(=O)CCC(=O)Nc2nccs2)cc1 (configuration not stated),-2.5,2.8
CCN1C(=O)/C(=C\N(C(C)=O)c2ccccc2)OC1=S,1.5,6.0
CCn1c(-c2ccc(-c3ccccc3)cc2)c[nH]c1=S,2.0,-1.4
COc1ccc(OC)c(NC(=O)C(CC(=O)O)Cc2ccc(Cl)cc2)c1 (configuration not stated),-1.1,7.4
COc1cccc(CNn2cnnc2)c1OCc1ccccc1F,4.4,5.8
CCCCNc1nc(-c2ccccc2)nc(-n2ccnc2)n1,6.0,6.0
CCOC(=O)c1c(C)n(C)c2ccc(OC)c(NC(=O)CN3CCSCC3)c12,3.0,2.5
O=C(OCC(=O)N1CCc2ccccc21)c1ccc[n+]([O-])c1,-0.7,2.6
CCCCNC(=O)C1c2ccccc2C(=O)N(c2ccc(OC)cc2)C1c1ccc(OC)cc1 (configuration not stated),-9.5,3.3
COc1ccc(C2C=C(c3ccccc3)Nc3nnnn32)cc1 (configuration not stated),-2.3,0.8
Cc1cc(NC(=O)CCC(=O)N(CC(=O)NCC2CCCO2)Cc2ccc(F)cc2)no1 (configuration not stated),5.4,4.6
CCCCn1nnnc1SCC(=O)NCc1ccco1,-1.6,2.0
CSc1nnc(COc2ccc(C)cc2)n1N,0.1,-11.1
Cc1cc(NC(=O)CSc2nc3ccccc3n2CC(=O)N2CCC(C)CC2)no1,4.3,2.7
CCCCN(C)C/C(O)=C(\C#N)c1nc(-c2ccccc2)cs1,-5.4,0.6
O=C(CN1CCN(S(=O)(=O)c2ccc(Br)cc2)CC1)Nc1ccc2c(c1)OCCO2,-2.4,-14.6
Cc1ccc(-n2nc3ccc(NC(=O)c4ccco4)cc3n2)cc1,17.4,-18.2
CCCCCCCNC(=O)COc1ccc2c(c1)C(=O)CC(C)(C)O2,-0.2,-1.8
CCN1C(=O)c2cccc3c(S(=O)(=O)NCc4cccnc4)ccc1c23,4.8,4.0
O=c1c(-c2ccnn2-c2ccc(F)cc2)cnc2n1CCS2,-1.4,-7.1
CNS(=O)(=O)c1ccc(OC)c(-c2nnc3c4ccccc4c(C)nn23)c1,-2.5,1.3

# Some values from the results shown:
# `COc1cccc(CNn2cnnc2)c1OCc1ccccc1F` – FXIa single inh: 4.4
# `CNS(=O)(=O)c1ccc(OC)c(-c2nnc3c4ccccc4c(C)nn23)c1` – FXIIa single: 1.3
# `COc1ccc(C2C=C(c3ccccc3)Nc3nnnn32)cc1` (configuration not stated) – FXIa single inh: -2.3
# `CCCCNC(=O)C1c2ccccc2C(=O)N(c2ccc(OC)cc2)C1c1ccc(OC)cc1` (configuration not stated) – FXIIa single: 3.3
# `O=C(OCC(=O)N1CCc2ccccc21)c1ccc[n+]([O-])c1` – FXIa single inh: -0.7
# `COc1ccc(-c2noc(CN3CCCCC3)n2)cc1OC` – FXIa single inh: -1.2
# `CCCCn1nnnc1SCC(=O)NCc1ccco1` – FXIIa single: 2.0

# Additional results follow.
SMILES,FXIa single inh,FXIIa single
CCn1cc(C(=O)N2CCc3ccccc3C2)c(=O)c2cc(S(=O)(=O)N3CCCCC3)ccc21,-3.7,13.5
COc1cc(CN2CCC(C(=O)N3CCCC(C)C3)CC2)cc(OC)c1O (configuration not stated),9.2,5.7
Cn1c(=O)c2c(nc(Sc3nc4ccccc4n3CC(=O)N3CCCCC3)n2C)n(C)c1=O,6.5,5.3
CCOc1ccc(CCn2c(-c3ccco3)nc3ccccc3c2=O)cc1OCC,-1.1,8.0
CCCCCCCCOC(=O)C(NC(=O)CCC(=O)Nc1ccc(S(N)(=O)=O)cc1)C(O)c1ccccc1 (configuration not stated),-4.9,2.4
O=C(Nc1cc(C(F)(F)F)ccc1F)C1CCC1,-4.8,6.0
COc1cccc(N(C(=O)Cn2nnc(-c3ccc(C)o3)n2)C(C(=O)NC(C)(C)C)c2cccs2)c1 (configuration not stated),3.8,-11.1
O=C(NCCCn1ccnc1)c1sc2cccc(F)c2c1Cl,-4.1,10.9
COc1ccc(NC(=O)C2CC(=O)N(c3cc(C)ccc3C)C2)cc1 (configuration not stated),-1.9,6.5
O=C(CSc1nnc(-c2ccco2)n1Cc1ccccc1)NCc1ccccc1,-8.9,4.0
Cc1ccc2nsnc2c1S(=O)(=O)Nc1cccc2nsnc12,-1.2,9.8
Cc1nc2ncnn2c(C)c1CCC(=O)N1CCCCC1,-3.1,0.0
O=C(COc1ncnc2scc(-c3ccc(Cl)cc3)c12)NCc1ccco1,-0.7,3.9
Cc1ccc(-n2nc(C)c3c(C)c(CCC(=O)NCc4ccccc4)c(C)nc32)cc1,1.6,-3.4
Cc1ccc(NC(=O)CSCC(=O)N2CCOCC2)cc1,-4.5,2.8
CCC(C)Nc1c2c(nc3c(-c4ccccc4)c(C)nn13)CCC2 (configuration not stated),-6.4,-4.4
CCCN(CCC)CCNC(=O)C1c2ccccc2C(=O)N(CCOC)C1c1ccc(F)cc1 (configuration not stated),-1.6,0.5
COc1ccc(CN2C(=O)c3cccnc3C2O)cc1 (configuration not stated),-0.4,12.1
CSc1nc2ccccc2n1Cc1c(Cl)cccc1Cl,9.4,4.2
CCOC(=O)c1sc(NC(=O)CN(CC)CC)c(C(=O)OCC)c1C,-5.3,4.5
Cc1ccc(S(=O)(=O)/C(C#N)=C/c2c(N3CCN(C)CC3)nc3ccccn3c2=O)cc1,2.3,-7.6
Cc1cccn2c(=O)c3cc(C#N)c(=N)n(CCN4CCOCC4)c3nc12,-1.8,-7.5
O=C(NCCN1CCN(Cc2ccccc2Cl)CC1)Nc1ccccc1,7.1,4.9
CCOc1ccc(Nc2nc(Cc3nnc(SCC(=O)N(CC)CC)n3C)cs2)cc1,-2.9,-2.4
COc1ccc(N2CCN(c3nc(NCCO)nc(N4CCOCC4)n3)CC2)cc1,3.4,7.7
SMILES,FXIa single inh,FXIIa single
O=C(CCl)N(c1ccc(Cl)cc1)c1c[nH]c2ccccc12,-6.9,-3.5
Cc1cc(Nc2ccccc2)n(-c2ccc(Br)cc2)n1,-1.0,-5.0
C=CCN1C(=O)/C(=C/c2ccc(N(C)C)cc2)S/C1=N\c1nnc(CC)s1,-2.3,8.8
Oc1ccccc1/C=N/n1cnnc1,-6.8,1.8
COc1cccc(/C=N/Nc2nn3cnnc3c3ccccc23)c1,-3.1,-1.1
Cc1csc2nc(CNS(=O)(=O)c3cccnc3)cn12,-1.7,-1.4
O=[N+]([O-])CC(=Nc1ccc(Cl)cc1)N/N=C\c1oc(O)c2ccccc12,-8.7,9.4
CCC1Oc2ccc(C)cc2N(CC(=O)N(Cc2ccc(C)o2)C2CC(C)(C)NC(C)(C)C2)C1=O (configuration not stated),-3.4,5.7
CSc1ccccc1NC(=O)Nc1ccccc1,3.3,6.6
COc1cc2c(cc1OC)CN(C(=O)C(C)(C)C)CC2,5.7,4.9
Cc1ccc(NCc2nnc(SCC(=O)c3ccc4c(c3)OCCO4)o2)c(C)c1,-1.1,10.4
CN(C)CCN1C(=O)C(O)=C(C(=O)c2cc3ccccc3o2)C1c1cccc(Br)c1 (configuration not stated),2.0,6.7
CCOC(=O)CC1C(C(=O)OCC)ON2OC(C(=O)OC)C(C(=O)OCC)C12 (configuration not stated),-7.2,4.6
O=C(c1ccc(Br)cc1)N1CCCC1,8.4,20.2
COC(=O)CC(NC(=O)c1ccc(C)cc1)c1ccc2c(c1)OCO2 (configuration not stated),-8.0,8.5
CCOC(=O)c1[nH]nc(-c2cc(CC)c(O)cc2O)c1-c1cscn1,23.0,-16.0
CCc1nc(N)nc(N)c1-c1ccc(Cl)cc1,-6.9,-9.1
Cc1cc(F)ccc1S(=O)(=O)Nc1ccccc1C(=O)Nc1ccccc1N1CCOCC1,0.8,4.4
COc1cccc2c(=O)n(CC(=O)N3CCC(C)CC3)ccc12,-13.9,-10.3
C=CCNC(=S)N1CCN(CCN=CC2=C(O)CC(c3cccs3)CC2=O)CC1 (configuration not stated),5.9,10.7
COc1ccc(-c2occ(C(=O)O)c2C(=O)O)cc1,-1.9,14.0
O=C(O/N=C/C1=C(Cl)c2ccccc2CC1)c1ccc(F)cc1,0.4,13.6
CCn1c(-c2ccc(F)cc2)n[nH]c1=S,-1.6,3.8
CCOC(=O)N1CCN(C(=O)c2ccc(NC(C)=O)cc2)CC1,3.5,3.3
NNC(=O)C1CCCn2c1nc1sc3c(c1c2=O)CCCC3 (configuration not stated),10.8,3.2
SMILES,FXIa single inh,FXIIa single
CCC(=O)Nc1ccccc1C(=O)N1CCCC1,-1.7,8.7
Cc1ccc(NC(=O)N2CCC(c3nc4c(nnn4Cc4c(F)cccc4Cl)c(=O)[nH]3)CC2)cc1,-0.5,8.2
CC(OC(=O)CNC(=O)C12CC3CC(CC(C3)C1)C2)C(=O)Nc1ccc(N2CCOCC2)cc1 (configuration not stated),3.0,2.4
CC(C)CC(NC(=O)C(NC(=O)OC(C)(C)C)C(C)C)C(=O)NC(CCC(=O)OCc1ccccc1)C(N)=O (configuration not stated),3.7,2.6
CC(=O)Nc1c2c(nn1-c1cccc(Cl)c1)CS(=O)C2 (configuration not stated),-13.7,-11.8
COC(=O)c1oc2ccc(Cl)cc2c1-n1cccc1,6.7,8.8
Cc1ccc(CNC(=O)CCn2nc(-c3ccc(Cl)cc3)ccc2=O)cc1,1.3,4.3
CCOC(=O)c1cc(-c2ccccc2)n(CCC(=O)NC(C)CC)c1C (configuration not stated),8.3,4.6
COc1ccc(N(CC(=O)O)S(=O)(=O)c2c(C)n[nH]c2C)cc1,0.2,9.7
O=C(CCN1C(=O)C2C3C=CC(C3)C2C1=O)N1CCN(c2ccc(F)cc2)CC1 (configuration not stated),-4.4,4.1
COc1ccc(C2CC(c3ccccc3)n3nnnc3N2)cc1 (configuration not stated),5.7,4.3
CCCOc1ccc(C2(C(=O)O)CCCC2)cc1,-0.9,4.4

# Structural class, those above containing a COOH group
SMILES,FXIa single inh,FXIIa single
CCOc1ccc(NC(=O)CCC(=O)O)cc1,-2.6,5.3
COc1ccc(OC)c(NC(=O)C(CC(=O)O)Cc2ccc(Cl)cc2)c1 (configuration not stated),-1.1,7.4
COc1ccc(-c2occ(C(=O)O)c2C(=O)O)cc1,-1.9,14.0
COc1ccc(N(CC(=O)O)S(=O)(=O)c2c(C)n[nH]c2C)cc1,0.2,9.7
CCCOc1ccc(C2(C(=O)O)CCCC2)cc1,-0.9,4.4

# Bioassay records from PubChem.
